# Ins promoter up – MIN6 insulin promoter up-regulation | MIN6 insulin promoter-GFP reporter, high-content imaging; active compounds read high | z-score at 5 µM | hit rate 0.3% among 190,000 | AID 1625;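 active means z-score above 3 at 5 µM with at least 500 cells counted in the well; inconclusive means wells under 500 cells, flagged as cytotoxic or low count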
# MT stabilizer – microtubule stabilizers in HeLa cells | hit rate 0.83% among 200,000 | % tubulin-high responders, % at 10 µM | AID 2205 | HeLa tubulin immunostaining HCS, 24 h; share of cells brighter than vehicle mean+2SD;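 active means plate Z-score above 3 for both tubulin-high and condensed-nucleus cell shares, with cell loss under 80%, at 10 µM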;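 further: anti alpha tubulin signal scored within the nucleus-defined area of each cell; some results filed as inactive read as strong as hits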
# P. falciparum M1AAP – malaria alanyl aminopeptidase activity blockers – biochemical, fluorogenic H-Leu-NHMec substrate, 1536-well (AID 1445) | recombinant M1AAP, H-Leu-NHMec fluorogenic kinetic assay; higher % means a stronger effect | inhibition, % at 30 µM, or IC50 in µM where a hit was titrated | hit rate 0.42% among 220,000;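 active means primary inhibition above the hit cutoff, then over 50% inhibition at one or more dose response concentrations, cut at about 23% in these data, passing the limit was not always enough; inconclusive means conflicting primary data, or primary hits not chosen for dose response; inactive means low primary inhibition, or under 50% at every dose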;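 further: plate controls were DMSO full reaction for no effect and no enzyme background for full effect; strong numbers were not always called active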
# CSM14.1 death rescue – protection against thapsigargin-triggered cell killing – 384-well, CSM14.1, ATP luminescence, primary screen (AID 1222). 190,000 tested, under 10 active. cellular ATP content (survival), % at 20 µM; hits with a dose series show EC50 in µM. CSM14.1 thapsigargin-induced death rescue, ATP luminescence; higher % means a stronger effect;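 active means EC50 below 50 µM in the dose-response confirmation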;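 further: death triggered by thapsigargin at about 15 µM added after 2 h compound pretreatment; cell ATP read after overnight thapsigargin exposure of roughly 18 to 22 hours; normalized against plate controls of thapsigargin alone and 5% DMSO vehicle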
# Dynein cargo inh – blocks dynein driven cargo transport along microtubules; 3617.4 mouse cells, GR-EGFP nuclear translocation imaging; test concentration mostly 20 µM; stimulated with dexamethasone, 1 µM; active compounds read low; z-score, hits read low; hit rate 0.47% among 220,000; AID 1381;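 active means plate z-score of nuclear minus cytoplasmic receptor signal below a set negative limit, without overly bright fluorescence or cell loss, cut at about -3.5 in these data, passing the limit was not always enough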;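 further: z-score of nuclear minus cytoplasmic ring GR-EGFP intensity difference per well; some compounds called inactive have numbers as strong as hits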
#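 medium = tetracycline-free induction medium containing charcoal-stripped FBS | also added = 1.0 µM final dexamethasone stimulus | schedule = 48 h induction, 1 h compound, 30 min dex at 37 °C | technique = fixed, Hoechst-stained cells imaged at 10x for EGFP | measure = GR-EGFP nuclear translocation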
# Autophagy HCS – modulators of autophagy. calls only at 10 µM (by protocol). MEF GFP-LC3 puncta imaging; test concentration mostly 10 µM. hit rate 0.98% among 190,000. AID 463193;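 active means percentage of spot-positive cells more than 3 SD above its plate mean, without a fluorescence outlier flag or 80% toxicity; inconclusive means no clear call, values can overlap the other calls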;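 further: spot-positive cell cutoff set from DMSO-treated cells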
# M17LAP inhibition – P. falciparum M17LAP inhibitors, primary screen, biochemical, fluorogenic H-Leu-NHMec substrate, 1536-well (AID 1619); recombinant M17LAP, H-Leu-NHMec fluorogenic kinetic assay; higher % means a stronger effect; hit rate 0.38% among 220,000; inhibition, % at 30 µM; hits with a dose series show IC50 in µM;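 active means compound inhibiting the enzyme by more than half at any dose during confirmatory dose-response retesting; inconclusive means strong single-dose inhibitors picked by rank but not retested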;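 further: plate controls were full reaction with DMSO carrier for no effect and no enzyme background for full effect; strong numbers were not always called active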
# UTI89 phage lysis – protection from phage-mediated lysis, alamar blue read-out – E. coli UTI89, K1F phage, bacterial capsule biogenesis inhibitors (AID 488966). one-dose inhibition, % at 100 µM; IC50 in µM for titrated hits. hit rate 0.02% among 340,000. E. coli UTI89 K1F phage lysis, alamar blue, 2 h; higher % means a stronger effect;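 active means phage lysis inhibition, versus mean bacterial control, above a set limit; inconclusive means no clear call, values can overlap the other calls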;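 further: capsule biogenesis inhibitors block K1F phage lysis so surviving cells raise fluorescence; higher fluorescence means more inhibition of phage lysis; actives were called in the ten point dose series up to 300 µM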
# b-catenin transl – alters nuclear translocation of beta-catenin in HeLa cells | immunofluorescence imaging | nuclear translocation activity, % at 5 µM | hit rate 0.3% among 190,000 | AID 1665;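 active means nuclear translocation activity above 50% at 5 µM, with a well cell count of 50 or more; inconclusive means wells under 50 cells across six images, flagged as toxic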;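 further: per-cell ratio of nuclear to cytoplasmic median beta-catenin stain intensity; plate controls were DMSO negative control for no effect and GSK-3 inhibitor IX positive control for full effect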
#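 Test system: human HeLa cells, endogenous beta-catenin. Times: 24 h compound exposure, 37°C. Measured by: beta-catenin immunofluorescence imaging with DAPI.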
# Dynein cargo inh cytoplasmic EGFP – also measured in Dynein cargo inh; calls as there; z-score; measured here: cytoplasmic GR-EGFP intensity; active compounds read high
# Dynein cargo inh nuclear GR-EGFP – further read-out of Dynein cargo inh, marked with its call; z-score; measured here: nuclear GR-EGFP intensity;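 lower value marks the stronger effect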
# Dynein cargo inh cell count – recorded beside Dynein cargo inh, whose call it bears; z-score; measured here: cell count per field
# Ins promoter up cell count – recorded beside Ins promoter up, whose call it bears; cell count; measured here: cytotoxicity, nuclei count;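 total cells summed across four imaged fields per well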
# b-catenin transl cell count 5 µM – further read-out of b-catenin transl, marked with its call; cell count; measured here: cell count, cytotoxicity flag
# MT stabilizer Hoechst-high % – recorded beside MT stabilizer, whose call it bears; % Hoechst-high responders; measured here: nuclear condensation Hoechst responders;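 share of cells brighter than vehicle mean plus two SD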
# MT stabilizer cytotoxicity % – second read-out of MT stabilizer, no call of its own (marks repeat the call); toxicity, %; measured here: cytotoxicity by cell density;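 0% = mean cell density of plate MIN control wells and 100% = no cells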
# Autophagy HCS cell loss 18 h – recorded beside Autophagy HCS, whose call it bears; toxicity, %; measured here: cell loss, nuclei count;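 cell loss after 18 h compound exposure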
# The depositor's hits bear a star; i = inactive; u = inconclusive; x = not tested or not shown; [ ] = another dose, or the depositor's remark.
SMILES,Ins promoter up,Ins promoter up cell count,MT stabilizer,MT stabilizer Hoechst-high %,MT stabilizer cytotoxicity %,P. falciparum M1AAP,CSM14.1 death rescue,Dynein cargo inh,Dynein cargo inh cytoplasmic EGFP,Dynein cargo inh nuclear GR-EGFP,Dynein cargo inh cell count,Autophagy HCS,Autophagy HCS cell loss 18 h,M17LAP inhibition,UTI89 phage lysis,b-catenin transl,b-catenin transl cell count 5 µM
CCc1c(C)sc(NC(=O)CSc2nc3c(c(C(F)(F)F)n2)CCc2ccccc2-3)c1C#N,-0.39,1607,7.4,3.4,19.2,7.9%,0.4%,-0.863,-0.201,-0.781,0.946,i,4.2,-3.8%,4.5%,0.8,1015
O=C(OCc1ccc(F)cc1Cl)c1ccccn1,0.24,1222,3.4,2.9,7.7,-0.6%,-2.8%,0.397,-0.171,0.174,-0.314,i,-5.4,-1.6%,0.2%,-0.7,959
CCCCN(C(=O)c1cc2ccccc2o1)c1c(N)n(CC(C)C)c(=O)[nH]c1=O,-1.41,1401,3.7,2.1,12.6,0.9%,-2.2%,-0.0853,-0.216,0.567,0.143,i,-17.1,-4.8%,1.1%,x,x
COc1ccc(C(=O)C2CCCN(C3Cc4ccccc4C3)C2)c(OC)c1 (stereo unspecified),0.4,1603,2.7,3.4,6.6,5.0%,0.5%,0.486,-0.275,-0.0113,0.73,i,0.2,0.2%,0.0%,1.0,1561
COc1ccc(-c2cc(C(F)(F)F)nc(SCC(=O)NCc3cnn(C)c3C)n2)cc1OC,x,x,1.7,3.3,7.1,7.2%,-2.2%,-0.519,0.0215,-0.451,0.164,i,9.2,-12.9%,0.5%,-1.6,958
COc1ccc(C(=O)NC(=S)Nc2cc3oc4ccccc4c3cc2OC)cc1,0.03,1417,2.6,1.2,9.6,8.2%,0.8%,0.379,-0.181,0.738,-2.28,i,13.3,-1.1%,0.1%,-3.6,977
Cc1cccc(N(Cc2cc3ccccc3[nH]c2=O)C(=O)c2ccco2)c1C,0.71,1067,x,x,x,x,-0.7%,x,x,x,x,x,x,x,0.5%,0.0,1124
O=[N+]([O-])c1ccc(N2CCN(C(=S)Nc3ccc(F)cc3)CC2)cc1,-0.02,1234,2.7,3.1,7.0,9.1%,-0.6%,-0.708,-0.296,-0.298,0.72,i,1.0,4.4%,1.7%,-0.1,1080
CCOCC(=O)Nc1ccc(S(=O)(=O)NCCc2ccccc2)cc1,-0.21,1643,3.5,0.4,40.4,9.5%,1.4%,-1.47,-0.256,-0.575,0.221,i,8.4,5.4%,0.4%,-0.6,1052
O=C(CCCC(=O)OCC(Cl)=C(Cl)Cl)Nc1cccc2ccccc12,-0.1,1537,7.3,2.3,8.6,-3.6%,-1.4%,-0.666,-0.191,-0.124,0.44,i,-13.2,-3.5%,0.3%,-3.4,1161
O=C(CCC(=O)N1CCN(c2ccc(O)cc2)CC1)c1ccc(Br)cc1,-0.09,1109,x,x,x,1.8%,x,-1.56,-0.113,-0.66,1.21,x,x,1.8%,x,1.3,1311
CC(C(=O)NCC1CCCO1)N(C(=O)c1snc(C(N)=O)c1N)c1cccc(F)c1 (stereo unspecified),0.97,1215,4.5,3.6,7.6,7.4%,1.2%,-0.793,0.00934,-0.194,0.542,i,9.1,-20.7%,0.1%,-0.3,1135
CCC(=O)N(CCO)Cc1cc2ccc(C)c(C)c2[nH]c1=O,0.32,1004,3.4,1.3,8.1,6.7%,-1.4%,0.594,0.0498,0.321,0.252,i,-9.2,0.8%,4.5%,0.2,740
CCNC(=O)CC1C(=O)N(c2ccc(OC)cc2)C(=S)N1CCc1ccncc1 (stereo unspecified),0.07,1196,1.9,1.9,1.6,0.2%,-1.3%,-0.724,-0.287,-0.37,0.482,i,-34.5,-3.9%,2.1%,-6.1,1041
O=C(CSc1ncn[nH]1)N1CCN(S(=O)(=O)c2ccc(Cl)cc2)CC1,0.87,828,2.1,1.4,8.7,6.4%,1.3%,0.943,0.201,0.879,-1.15,i,5.0,17.7%,2.3%,3.0,1026
COc1cccc(C(=O)NCC(=O)OCc2ccc(F)cc2Cl)c1,x,x,4.2,2.0,10.8,7.1%,-1.6%,-1.11,-0.302,-0.912,1.17,i,-20.2,5.8%,-0.1%,-0.3,971
CC(C)(C)NC(=O)NC(=O)COC(=O)CCC1CCCC1,0.2,957,x,x,x,x,x,0.918,-0.63,0.326,-1.31,x,x,x,-0.1%,-1.0,1416
O=C(Nc1ccc(O)cc1)c1ccc2c(c1)C(=O)N(Cc1ccco1)C2=O,-0.41,1327,1.9,2.3,4.7,3.2%,-1.3%,1.53,0.0702,1.25,-1.94,i,0.7,13.2%,5.5%,-3.4,601
Cc1cccc(C)c1NC(=O)CNCC(=O)N(C)C,-0.73,1294,2.4,2.5,9.1,17.3%,1.9%,-0.706,-0.337,-0.209,0.374,i,-6.1,-7.5%,0.0%,-0.9,1096
Cc1cc(NCCCN2CCOCC2)n2ncc(-c3ccccc3)c2n1,0.59,1047,4.3,1.9,13.4,2.1%,-0.4%,0.53,-0.297,0.176,-0.215,i,15.1,23.9%,0.9%[50 µM],-0.7,959
Cc1c(NC(=O)Nc2ccccc2)cccc1[N+](=O)[O-],-0.3,1338,3.3,1.8,9.1,11.0%,4.8%,-0.238,0.0312,0.0934,0.845,i,-7.8,6.5%,0.1%,-3.8,576
CCC(C)[C@H](NC(=O)Nc1ccc(S(N)(=O)=O)cc1)C(=O)OC (stereo partly specified),-0.13,1026,x,x,x,5.5%,x,0.316,-0.144,0.368,-0.284,x,x,7.8%,0.1%,0.8,1347
COC(=O)c1ccc(C2N=C(c3cccs3)CC(c3ccccc3O)N2)cc1 (stereo unspecified),-0.57,1213,5.3,1.0,0.5,9.1%,-3.9%,0.257,-0.0942,0.486,-1.09,i,25.6,2.2%,0.4%,0.4,1148
CN1CCOc2cc(S(=O)(=O)Nc3ccc(F)cc3)ccc21,-2.88,1066,4.0,2.9,11.6,10.0%,0.1%,-0.52,-0.012,-0.0274,0.0563,i,7.8,12.1%,0.9%,1.8,1387
CSc1ccc(C(=S)N2CCN(Cc3ccccc3)CC2)cc1,0.36,956,3.9,2.1,7.0,0.3%,-0.4%,-0.48,-0.25,-0.062,1.24,i,9.5,0.6%,0.4%,x,x
O=C1C=C(NCc2ccc(Cl)cc2Cl)C2(CCCCC2)O1,x,x,1.8,1.4,10.9,5.7%,-1.1%,2.3,-0.0201,1.06,-1.69,i,8.0,1.7%,0.1%,x,x
CC(=O)Nc1ccccc1NS(=O)(=O)c1ccc(Cl)cc1,-0.23,1081,3.4,1.2,3.7,2.7%,-1.4%,-0.75,0.127,-0.134,0.109,i,16.1,0.6%,0.1%,x,x
O=C(CNCc1ccc(F)cc1)Nc1ccccc1[N+](=O)[O-],-0.13,1290,1.8,1.5,0.2,9.4%,2.8%,0.683,-0.194,0.374,-0.211,i,-10.3,15.6%,0.2%,0.4,1055
O=C(CSc1c2c(nc3cc(Cl)ccc13)CCCC2)NCCCN1CCOCC1,-1.54,1156,3.6,3.1,4.9,-1.5%,2.0%,-2.83,-0.0491,-1.48,1.32,i,-5.3,1.7%,0.8%,-0.9,1056
Fc1ccc(-c2noc(C3CCN(Cc4cccnc4)CC3)n2)cc1,0.2,1138,3.4,3.5,7.4,3.9%,-0.2%,-1.19,-0.233,-0.505,0.844,i,-2.6,11.3%,1.0%,0.3,1045
CCOCCCNS(=O)(=O)c1ccc2c(c1)CCN2C(=O)CC,-0.29,845,2.3,0.7,5.3,9.5%,4.9%,0.0366,-0.159,0.653,0.302,i,-6.7,15.9%,0.1%,-0.3,1108
O=C(NC1CCCCC1)c1cc([N+](=O)[O-])[nH]n1,0.36,1463,3.7,1.5,4.9,11.0%,-2.9%,1.87,-0.169,1.43,-2.41,i,25.6,-18.7%,1.0%[50 µM],-2.5,1083
Nc1cccc2c1C(=O)N(C(=O)/C=C/c1cccc(Br)c1)C2=O,0.49,1440,x,x,x,18.6%,x,-4.93*,1.04*,-2.17*,-0.553*,x,x,-4.5%,0.1%,-2.1,1153
O=C(Nc1ccc2c(c1)OCO2)C1CCCN1C(=O)NCc1ccccc1 (stereo unspecified),-0.56,1390,1.8,1.6,4.0,0.3%,3.7%,-0.154,-0.158,0.0923,0.465,i,-8.3,1.9%,0.3%,-6.6,975
COc1ccccc1NS(=O)(=O)c1cccc(C(=O)NN=C2CCCC2)c1,1.8,1649,9.8,1.9,10.1,-2.5%,1.5%,-0.475,-0.25,-0.00719,0.357,i,2.8,7.0%,0.2%,-1.9,1030
O=C(c1ccc(-c2cc3ccccc3oc2=O)cc1)N1CCN(c2ccc(Cl)cc2[N+](=O)[O-])CC1,-1.68,1406,2.9,4.9,6.9,7.3%,3.1%,-1,-0.26,-0.688,0.742,i,-3.3,-14.2%,u,-3.9,1181
COc1cc(/C=N/NC(=O)Cc2csc(C)n2)ccc1OCC(C)C,-0.44,1201,3.1,4.7,13.2,-7.6%,-0.9%,0.962,-0.352,0.607,0.0204,i,-15.6,2.9%,0.1%,2.3,1100
